Source: PubChem BioAssay (Broad Institute)
SIRT5 inh = blocks human SIRT5 desuccinylation of peptide | Q9NXA8 | Purified SirT5, succinyl-peptide AMC, trypsin-coupled fluorescence | inhibition, % at 15 µM | 1.1% of 330,000 active; in the data active = inhibition above about 15%
Target sequence (Q9NXA8 whole entry, looked up): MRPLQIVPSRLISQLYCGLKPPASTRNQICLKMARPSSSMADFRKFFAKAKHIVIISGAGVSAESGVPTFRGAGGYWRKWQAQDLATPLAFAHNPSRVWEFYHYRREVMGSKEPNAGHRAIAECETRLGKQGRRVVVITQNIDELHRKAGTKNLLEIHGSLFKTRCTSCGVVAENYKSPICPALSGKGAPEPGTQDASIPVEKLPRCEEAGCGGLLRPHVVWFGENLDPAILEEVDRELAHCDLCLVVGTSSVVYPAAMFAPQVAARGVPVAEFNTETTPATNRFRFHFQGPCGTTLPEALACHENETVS
esBAF inh = blocks esBAF chromatin remodeling in mouse ES cells; Bmi1-luciferase knock-in reporter, 24 h; 100% = twice the neutral-well signal; reporter increase, % at 12.5 µM; 2% of 350,000 active; AID 602393; in the data active = activation above about 40%;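 also: 0% = median of the plate's neutral control wells and 100% = double that signal; a rise in the Bmi1 reporter signal indicates esBAF inhibition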
LGR2 inh = blocks bursicon-induced cAMP signaling via Drosophila LGR2 | inhibition, % at 9.99 µM | AID 720647 | 0.35% of 380,000 active | HEK293 LGR2, CRE-luciferase, bursicon-stimulated, 4 h;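 active = drop in luminescence signal, shown as inhibition above about 50% in the replicate tests, limit read from the data, passing the limit was not always enough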;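 also: agonist challenge used bursicon conditioned medium at about half maximal strength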
FN deposit inh = fibronectin deposition inhibition. AH1F fibroblasts, Alexa488-fibronectin deposition fluorescence, overnight. inhibition, % at 12.6 µM. 0.086% of 350,000 active;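 active = mean inhibition across replicates of 30% or more, regardless of how many single replicates reach that level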;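 also: positive control wells lacked labelled fibronectin entirely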
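Material – AH1F fibroblast monolayer, labelled fibronectin deposition · Reagent – labelled fibronectin 24 nM · Timing – 1 h adhesion, overnight exposure · Measured by – fluorescence at 485 nm excitation, 525 nm emission · Read-out – inhibition of fibronectin deposition signal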
CASP6 VEID inh = blocks human caspase-6 cleavage activity; P55212; purified caspase-6, Z-VEID-R110 cleavage fluorescence; inhibition, % at 12.5 µM; 0.53% of 350,000 active;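 active = mean inhibition across replicates at least about 35%, with every replicate also reaching that limit, limit read from the data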;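 also: 0% = median of neutral control wells and 100% = no fluorescence left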
Target sequence (P55212 24-179 limits assumed): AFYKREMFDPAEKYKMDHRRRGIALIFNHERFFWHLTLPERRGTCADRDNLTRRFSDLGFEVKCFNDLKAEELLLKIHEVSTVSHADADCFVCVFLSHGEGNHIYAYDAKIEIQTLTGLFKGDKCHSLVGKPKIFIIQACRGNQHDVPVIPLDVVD
Target sequence (P55212 194-293 limits assumed): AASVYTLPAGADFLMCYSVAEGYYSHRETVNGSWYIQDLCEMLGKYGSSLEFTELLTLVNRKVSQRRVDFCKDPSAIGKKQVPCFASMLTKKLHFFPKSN
Statin myotox sup = protects C2C12 myotubes from simvastatin toxicity. ATP luminescence, 48 h; scaled: DMSO 0, geranylgeraniol control 100. rescue of ATP level, % at 7.49 µM. 0.78% of 330,000 active. AID 602340;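 active = mean ATP rescue above about 67%, or every replicate alone reaching that limit, limit read from the data, passing the limit was not always enough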;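 also: myotubes were challenged with 10 µM simvastatin during compound exposure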
S100A4 MyoIIA = S100A4-myosin IIA interaction inhibition; P26447; 0.14% of 360,000 active; S100A4/TAMRA-MyoIIA peptide fluorescence polarization; inhibition, % at 10.7 µM;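 active = mean inhibition of at least 70% across replicates, with every replicate also reaching that level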
Target sequence (P26447 whole entry, looked up): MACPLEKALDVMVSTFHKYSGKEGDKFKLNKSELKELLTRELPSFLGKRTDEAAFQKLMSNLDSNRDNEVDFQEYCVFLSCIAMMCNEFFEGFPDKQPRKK
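Compound dosing: one dose per compound; test system: human S100A4 monomer with TAMRA-labelled myosin IIA peptide; probe or stimulus: TAMRA-labelled myosin IIA heavy-chain peptide probe, 5 nM; medium: HEPES buffer with Ca2+, pH 7.2; schedule: 5 min incubation before reading; benchmarks: neutral control DMSO, positive control TFP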
Numbers without * were called inactive; · = no result given; & = joins results of further samples. Only part of the results is shown; rates above refer to the full screens.

compound	SIRT5 inh	esBAF inh	LGR2 inh	FN deposit inh	CASP6 VEID inh	Statin myotox sup	S100A4 MyoIIA
O=C(CC1CCCCC1)NCc1nc(-c2ccccc2)no1	4	-3	7	5	-2	6	-2
COc1ccccc1/C=N/OCc1ccc(C#N)cc1	1	0	·	7	0	-6	8
Cc1ccc(S(=O)(=O)N[C@@H]2C=C[C@@H](CC(=O)NCCN3CCCCC3)O[C@@H]2CO)cc1	-2	0	15	·	-5	7	10
CC(C)n1c2ccccc2c2nnc(SCC(=O)OCN3C(=O)c4ccccc4C3=O)nc21	·	-4	·	12	·	9	·
COc1ccc(CNC(=O)C2CC(c3ccccc3C(F)(F)F)=NO2)cc1 (stereo not given)	·	4	-1	2	·	-2	-2
CCOc1ccc(-c2nnc(NC(=O)Cc3ccc(OC)cc3)o2)cc1	-1	3	-7	-7	0	49	-2
CC(C)NC(=O)Nc1ccc2c(c1)CC(=O)N([C@H](C)CO)C[C@H](C)[C@H](CN(C)S(C)(=O)=O)O2	·	2	-12	·	-2	-12	20
O=C(CN(c1ccc(F)cc1)S(=O)(=O)c1ccc2c(c1)OCCO2)NCC1CCCO1 (stereo not given)	·	-2	-2	6	·	10	·
CNC[C@H]1OCCCC[C@@H](C)Oc2ccc(NC(=O)NC(C)C)cc2C(=O)N([C@H](C)CO)C[C@H]1C	2	·	8	-6	-6	·	3
Cc1cccc(NC(=O)CN2CCN(C(=O)c3ccc(-c4nc5ccccc5s4)o3)CC2)c1C	-1	·	-70	0	-5	7	2
CCc1ccc(OCC(O)CN2CCN(c3ccccc3)CC2)cc1 (stereo not given)	·	2	13	1&10	0	7	1
CC(OC(=O)CCc1nc2ccccc2c(=O)[nH]1)C(=O)NC1CCCC1 (stereo not given)	-1	-6	-4	·	9	-7	10
Nc1nc(Nc2ccccc2F)nc(NC2CCCCC2)c1[N+](=O)[O-]	-8	6	-13	7	0	3	-3
CC(=O)c1ccc(N2CCN(C(=O)C3CCN(S(=O)(=O)c4ccc5c(c4)CC(C)N5C(C)=O)CC3)CC2)cc1 (stereo not given)	-1	-3	-5	5	2	7	34
CC(=O)c1sc(-c2ccc(F)cc2)cc1NS(=O)(=O)c1ccccc1	1	·	4	3	7	·	-2
CC1(Cc2cccc(C(F)(F)F)c2)C(=O)Nc2c(Cl)cccc21 (stereo not given)	·	-5	23	-9	1	0	-2
O=C(NC(=S)NCCN1CCOCC1)c1ccccc1Br	-1	·	-15	6	0	·	3
C[C@H]1CN([C@@H](C)CO)C(=O)CCCn2cc(nn2)CO[C@H]1CN(C)C(=O)NC1CCCC1	-8	-4	3	-2	1	-23	-9
CC(=O)N1c2ccc(S(=O)(=O)N3CCC(C(=O)N4CCN(c5ccccc5F)CC4)CC3)cc2CC1C (stereo not given)	-3	-22	10	3	0	-3	-1
NCCSC1CC(=O)N(Cc2ccc(F)cc2)C1=O (stereo not given)	-1	·	-11	-13	-3	·	1
N#Cc1nnn2c1nc(N)c1c(F)cccc12	-2	·	-7	-12	-2	·	4
O=C(Cn1c2ccccc2c(=O)c2ccccc21)N/N=C/c1cc([N+](=O)[O-])ccc1N1CCCCCC1	·	15	·	-10	·	6	·
C[C@H](CO)N1C[C@H](C)[C@@H](CN(C)CC2CCCC2)Oc2cc(C#CC3CC3)ccc2S1(=O)=O	0	-2	5	·	4	-58	16
Cc1ccc(C(=O)Nc2ccc(N3CCOCC3)c3nonc23)cc1[N+](=O)[O-]	-2	2	-18	-7	-3	-136	-3
CCOC(=O)C1(Cc2ccc(OC)cc2)CCN(C(=O)CCN2CCCC2=O)CC1	-1	6	-16	7	-1	-2	0
Cc1ccc(/C=C/C(=O)NCCc2cccc(Cl)c2)o1	-6	6	-7	-2	0	2	-1
NC(=O)CSc1nnc(Cc2ccc3c(c2)OCO3)o1	0	·	·	-5	1	·	-6
CCN(CC)C(=O)Cn1cc(C(=O)C(=O)N2CCc3ccccc32)c2ccccc21	-2	·	31	4	1	·	-5
CCCS(=O)(=O)c1nc(S(=O)(=O)c2ccc(C)cc2)c(N2CCN(CCO)CC2)s1	0	-8	0	0	1	16	-7
CCCc1cn(CC[C@H]2CC[C@H](NC(=O)Nc3ccc4c(c3)OCO4)[C@@H](CO)O2)nn1	4	1	2	·	-4	9	5

15 entries from above, with two lines to a compound.
Each structure is followed by: SIRT5 inh, esBAF inh, LGR2 inh, FN deposit inh, CASP6 VEID inh, Statin myotox sup, S100A4 MyoIIA
- COc1ccc(CNC(=O)C2CC(c3ccccc3C(F)(F)F)=NO2)cc1 (stereo not given)
 : ·, 4, -1, 2, ·, -2, -2
- CCOc1ccc(-c2nnc(NC(=O)Cc3ccc(OC)cc3)o2)cc1
 : -1, 3, -7, -7, 0, 49, -2
- CC(C)NC(=O)Nc1ccc2c(c1)CC(=O)N([C@H](C)CO)C[C@H](C)[C@H](CN(C)S(C)(=O)=O)O2
 : ·, 2, -12, ·, -2, -12, 20
- O=C(CN(c1ccc(F)cc1)S(=O)(=O)c1ccc2c(c1)OCCO2)NCC1CCCO1 (stereo not given)
 : ·, -2, -2, 6, ·, 10, ·
- CNC[C@H]1OCCCC[C@@H](C)Oc2ccc(NC(=O)NC(C)C)cc2C(=O)N([C@H](C)CO)C[C@H]1C
 : 2, ·, 8, -6, -6, ·, 3
- Cc1cccc(NC(=O)CN2CCN(C(=O)c3ccc(-c4nc5ccccc5s4)o3)CC2)c1C
 : -1, ·, -70, 0, -5, 7, 2
- CCc1ccc(OCC(O)CN2CCN(c3ccccc3)CC2)cc1 (stereo not given)
 : ·, 2, 13, 1&10, 0, 7, 1
- CC(OC(=O)CCc1nc2ccccc2c(=O)[nH]1)C(=O)NC1CCCC1 (stereo not given)
 : -1, -6, -4, ·, 9, -7, 10
- Nc1nc(Nc2ccccc2F)nc(NC2CCCCC2)c1[N+](=O)[O-]
 : -8, 6, -13, 7, 0, 3, -3
- CC(=O)c1ccc(N2CCN(C(=O)C3CCN(S(=O)(=O)c4ccc5c(c4)CC(C)N5C(C)=O)CC3)CC2)cc1 (stereo not given)
 : -1, -3, -5, 5, 2, 7, 34
- CC(=O)c1sc(-c2ccc(F)cc2)cc1NS(=O)(=O)c1ccccc1
 : 1, ·, 4, 3, 7, ·, -2
- CC1(Cc2cccc(C(F)(F)F)c2)C(=O)Nc2c(Cl)cccc21 (stereo not given)
 : ·, -5, 23, -9, 1, 0, -2
- O=C(NC(=S)NCCN1CCOCC1)c1ccccc1Br
 : -1, ·, -15, 6, 0, ·, 3
- C[C@H]1CN([C@@H](C)CO)C(=O)CCCn2cc(nn2)CO[C@H]1CN(C)C(=O)NC1CCCC1
 : -8, -4, 3, -2, 1, -23, -9
- CC(=O)N1c2ccc(S(=O)(=O)N3CCC(C(=O)N4CCN(c5ccccc5F)CC4)CC3)cc2CC1C (stereo not given)
 : -3, -22, 10, 3, 0, -3, -1

(cont.)
compound	SIRT5 inh	esBAF inh	LGR2 inh	FN deposit inh	CASP6 VEID inh	Statin myotox sup	S100A4 MyoIIA
CCOC(=O)c1c(NC(=O)c2nn(CC)cc2Br)c(C#N)cn1-c1ccccc1	3	1	-13	·	1	-15	-2
C=CCOc1ccc(C2NC(=O)c3ccccc3O2)cc1OCC (stereo not given)	-1	5	-15	5	-2	1	-1
CC(C)C[C@H](NC(=O)c1nc[nH]c1C(=O)NC(c1ccccc1)c1ccccc1)C(=O)OC(C)(C)C	·	-50	23	-2	-2	1	-3
CCc1ccc(Oc2nnnn2-c2ccc(C(N)=O)cc2)cc1	-1	-6	0	-10	2	11	0
Cc1ccc(CNC(=O)c2ccc(N3CCC4(CC3)CC(c3cccc(Br)c3)=NO4)c([N+](=O)[O-])c2)cc1	0	2	-5	5	-4	16	7
CN(C)/C=C1\SC(=S)N(c2ccc(F)cc2)C1=O	4	·	-17	-5	1	·	-7
COc1ccccc1CNC(=O)C[C@@H]1C[C@H]2c3cc(NC(=O)Nc4ccccc4F)ccc3O[C@H]2[C@@H](CO)O1	-1	-6	-1	·	-11	-3	-5
O=C(c1cc(-c2ccco2)on1)N1CCN(C(c2ccccc2)c2ccccc2)CC1	·	-3	13	-4	·	30	·
COc1cc2c(cc1OC)[C@@]1(c3ccccc3)CCCC[C@H]1[C@@H]2NC(=O)C(F)(F)F	-1	·	5	3	-1	·	2
COc1cc2c(cc1OC)C1=C(C#N)CCC(=NC(=O)c3ccco3)N1CC2	0	-4	·	3	1	5	2
Cc1cc(NC(=NC2CC2)c2ccccc2)n(-c2ccccc2)n1	-5	·	17	3	-1	·	-2
CCOC(=O)N1CCN(C(=S)Nc2ccccc2C(C)C)CC1	-3	-3	22	·	-1	7	-3
O=C(CSc1nc2ncccc2[nH]1)NCc1ccccc1	-7	10	-7	·	0	-1	3
CC(=O)Nc1cccc(C(=O)OCC(=O)NCc2ccc(F)cc2)c1	0	-3	-6	-10	-4	4	6
Cc1ccc([C@H]2C(C(=O)O)=CC[C@@H](c3ccc4c(c3)OCO4)N2S(=O)(=O)c2ccc(C)cc2)cc1	-4	-2	7	2	4	1	-13
COc1cccc(NC(=O)N(C)C[C@@H]2Oc3ncc(C#Cc4ccncc4)cc3C(=O)N([C@H](C)CO)C[C@H]2C)c1	0	5	-2	·	-2	35	-4
Nc1ccn([C@@H]2O[C@H](CO)[C@@H](O)[C@H]2O)c(=O)n1	-3	4	2	1	·	1	4
O=C(COC(=O)C1(c2ccccc2)CC1)NNC(=O)c1ccccc1F	0	2	10	2	2	-2	1
C[C@H]1CN([C@@H](C)CO)C(=O)c2cc(NC(=O)Cc3ccccc3)ccc2O[C@H]1CN(C)S(=O)(=O)c1cccs1	2	1	7	·	4	3	-3
CCCN(C)C[C@H]1Oc2ncc(C#CC3(O)CCCC3)cc2C(=O)N([C@H](C)CO)C[C@H]1C	-9	3	-5	0	-7	6	-8
CCN1CCC(O)(C(C(=O)OC)c2ccccc2)CC1 (stereo not given)	5	2	12	-3	1	-1	-2
Cc1cc([N+](=O)[O-])nn1CCCC(=O)Nc1cccnc1Cl	0	3	7	2	-1	-2	-8
O=C(c1cnn(-c2ccccc2)c1)c1ccc2ccccc2c1O	·	5	·	1	·	1	·
Cc1nn(CC(=O)Nc2ccc(S(=O)(=O)N(C)C)cc2)c(C)c1[N+](=O)[O-]	-5	·	11	6	0	·	-14
CCNc1nc(NCC)nc(OCCNS(=O)(=O)c2ccccc2)n1	-2	·	2	-2	-6	·	-3
O=C(c1ccc(C(F)(F)F)cc1)n1ccc(-c2cccs2)n1	-1	·	1	4	-1	·	-6
Cc1ccc(N(CC(=O)Nc2cccc(Cl)c2C)S(C)(=O)=O)cc1	-3	0	13	0	2	11	-15
O=C(CN1C(=O)c2cccc([N+](=O)[O-])c2C1=O)N1CCN(S(=O)(=O)c2ccccc2)CC1	0	3	-9	2	0	0	5
CCCc1cc(=O)[nH]c(SCC(=O)Nc2c(C)n(C)n(-c3ccccc3)c2=O)n1	-4	3	-1	5	-2	-5	-10
CCCC#Cc1ccc2c(c1)O[C@H](CN(C)CCC)[C@H](C)CN([C@H](C)CO)S2(=O)=O	5	-3	-1	·	1	2	-4

A portion taken from the entries so far, as a working copy:
compound	SIRT5 inh	esBAF inh	LGR2 inh	FN deposit inh	CASP6 VEID inh	Statin myotox sup	S100A4 MyoIIA
CCOC(=O)c1c(NC(=O)c2nn(CC)cc2Br)c(C#N)cn1-c1ccccc1	3	1	-13	·	1	-15	-2
C=CCOc1ccc(C2NC(=O)c3ccccc3O2)cc1OCC (stereo not given)	-1	5	-15	5	-2	1	-1

The list goes on.
compound	SIRT5 inh	esBAF inh	LGR2 inh	FN deposit inh	CASP6 VEID inh	Statin myotox sup	S100A4 MyoIIA
O=C(Nc1ccc(-n2cnnn2)cc1)c1cccc(S(=O)(=O)N2CCCC2)c1	-7	4	22	5	1	8	-1
CC1CCCN(C(=O)C2(NC(=O)Nc3cccc(F)c3)CCCCC2)C1 (stereo not given)	-3	-2	6	·	1	4	20
COc1ccccc1-n1c(SCC(=O)N2CCOCC2)nc2ccccc2c1=O	3	4	14	-9	-2	1	0
O=C(Nc1ccccc1)C1=C[C@H](c2ccccc2)C[C@H](OCc2ccc(CO)cc2)O1	-5	6	-48	-6	2	7	-2
COc1ccc2nc(NC3=NC(c4ccccc4)CC(=O)N3)nc(C)c2c1 (stereo not given)	0	·	2	3	4	·	-2
